Assay outcomes as filed in PubChem BioAssay.
SSB-PriA inh: K. pneumoniae PriA-SSBct interaction inhibition. AlphaScreen SSBct-PriA binding, biotinylated peptide. inhibition, % at 33 µM. hit rate 0.6% among 430,000; in the data active means inhibition mostly above about 37%, no sharp cut-off; inactive means mostly below about 20%;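 further: plate controls were negative control peptide for no effect and reference peptide for full effect; strong numbers were not always called active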
SARS 3CLpro inh: SARS-CoV 3CLpro protease inhibition; inhibition, % at 6 µM; recombinant SARS-CoV 3CLpro, quenched FRET peptide cleavage; hit rate 0.14% among 290,000; in the data active means inhibition above about 12%
Vc quorum ag: quorum light induction in luxS cqsA deficient V. cholerae. V. cholerae BH1578 lux reporter, luminescence, 6 h. activation, % at 18.7 µM. hit rate 0.16% among 350,000. AID 588436; in the data active means activation mostly above about 9.7%, no sharp cut-off; inconclusive means no clear call, values can overlap the other calls; inactive means mostly below about 3.7%; further: not every result past the cut was called active; inactives centre near 0; reference of the scale not given here
TcdB GH inh: TcdB glycohydrolase inhibition; TcdB glycohydrolase enzymatic assay, plate reader; P18177; AID 652162; hit rate 0.24% among 350,000; inhibition, % at 9.99 µM; in the data active means inhibition above about 10%
Target sequence (P18177 whole entry, looked up): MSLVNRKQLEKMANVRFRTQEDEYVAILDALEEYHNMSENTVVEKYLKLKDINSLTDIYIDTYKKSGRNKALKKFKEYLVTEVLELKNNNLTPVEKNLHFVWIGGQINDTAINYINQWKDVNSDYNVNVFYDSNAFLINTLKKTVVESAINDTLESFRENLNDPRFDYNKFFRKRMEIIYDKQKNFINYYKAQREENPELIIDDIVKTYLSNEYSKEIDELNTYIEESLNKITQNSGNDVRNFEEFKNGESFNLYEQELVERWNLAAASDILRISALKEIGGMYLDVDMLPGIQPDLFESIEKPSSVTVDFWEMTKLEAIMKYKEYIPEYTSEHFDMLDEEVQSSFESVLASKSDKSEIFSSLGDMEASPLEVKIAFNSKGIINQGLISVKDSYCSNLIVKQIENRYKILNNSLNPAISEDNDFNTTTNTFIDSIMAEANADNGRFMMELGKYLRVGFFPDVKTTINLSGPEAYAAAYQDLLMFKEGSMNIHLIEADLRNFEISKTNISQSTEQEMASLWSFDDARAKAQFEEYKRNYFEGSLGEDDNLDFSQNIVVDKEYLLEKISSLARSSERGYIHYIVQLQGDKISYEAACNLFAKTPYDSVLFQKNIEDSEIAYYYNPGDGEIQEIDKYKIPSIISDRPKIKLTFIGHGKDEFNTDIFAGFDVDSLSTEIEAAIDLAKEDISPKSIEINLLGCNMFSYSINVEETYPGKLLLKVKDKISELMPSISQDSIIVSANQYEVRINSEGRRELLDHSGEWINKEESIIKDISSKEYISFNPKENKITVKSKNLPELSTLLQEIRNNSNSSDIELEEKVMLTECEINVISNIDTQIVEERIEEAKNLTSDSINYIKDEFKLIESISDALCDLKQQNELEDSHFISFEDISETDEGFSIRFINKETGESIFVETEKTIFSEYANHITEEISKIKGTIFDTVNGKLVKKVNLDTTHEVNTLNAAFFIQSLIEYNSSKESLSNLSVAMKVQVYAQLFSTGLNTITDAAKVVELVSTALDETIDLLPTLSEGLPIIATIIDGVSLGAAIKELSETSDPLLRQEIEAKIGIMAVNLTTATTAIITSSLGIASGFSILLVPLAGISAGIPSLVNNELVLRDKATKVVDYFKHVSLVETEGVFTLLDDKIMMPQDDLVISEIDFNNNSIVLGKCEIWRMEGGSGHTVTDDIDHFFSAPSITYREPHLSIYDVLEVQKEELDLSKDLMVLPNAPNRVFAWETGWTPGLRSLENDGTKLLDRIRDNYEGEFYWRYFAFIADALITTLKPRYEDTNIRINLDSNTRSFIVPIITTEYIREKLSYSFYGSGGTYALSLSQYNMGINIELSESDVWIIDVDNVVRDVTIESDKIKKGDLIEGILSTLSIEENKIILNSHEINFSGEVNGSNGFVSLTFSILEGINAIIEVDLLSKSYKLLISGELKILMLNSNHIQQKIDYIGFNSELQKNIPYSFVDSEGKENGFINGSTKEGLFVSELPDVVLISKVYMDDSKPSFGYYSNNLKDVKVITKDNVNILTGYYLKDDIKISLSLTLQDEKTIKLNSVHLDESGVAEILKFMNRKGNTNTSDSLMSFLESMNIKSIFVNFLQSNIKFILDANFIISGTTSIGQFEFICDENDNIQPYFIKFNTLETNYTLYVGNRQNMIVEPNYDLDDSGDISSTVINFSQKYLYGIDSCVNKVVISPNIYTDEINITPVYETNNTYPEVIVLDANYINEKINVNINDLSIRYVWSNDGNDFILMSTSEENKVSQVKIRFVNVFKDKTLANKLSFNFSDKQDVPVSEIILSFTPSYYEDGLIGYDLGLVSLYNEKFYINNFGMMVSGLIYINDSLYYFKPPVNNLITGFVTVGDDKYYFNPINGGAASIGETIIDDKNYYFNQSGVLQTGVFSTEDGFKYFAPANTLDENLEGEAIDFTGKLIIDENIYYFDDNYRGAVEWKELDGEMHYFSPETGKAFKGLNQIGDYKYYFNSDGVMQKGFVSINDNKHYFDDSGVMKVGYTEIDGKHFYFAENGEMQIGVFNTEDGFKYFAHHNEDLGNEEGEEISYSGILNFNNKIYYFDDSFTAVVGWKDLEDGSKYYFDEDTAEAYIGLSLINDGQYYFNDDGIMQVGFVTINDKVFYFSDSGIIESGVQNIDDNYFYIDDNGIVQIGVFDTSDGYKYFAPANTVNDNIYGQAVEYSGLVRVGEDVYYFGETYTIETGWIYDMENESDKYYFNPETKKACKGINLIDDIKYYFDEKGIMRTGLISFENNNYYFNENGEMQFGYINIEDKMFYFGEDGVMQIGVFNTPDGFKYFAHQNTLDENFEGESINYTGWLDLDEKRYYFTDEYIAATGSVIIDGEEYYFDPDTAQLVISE
PfHsp40 rescue: rescue of PfHsp40-mediated yeast toxicity; growth rescue, % at 12.5 µM; hit rate 0.68% among 340,000; S. cerevisiae expressing PfHsp40, growth rescue, ATP luminescence; AID 504582; in the data active means growth rescue above about 28%, passing the limit was not always enough; inconclusive means no clear call, values can overlap the other calls;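 further: yeast W303a lacking pdr1 and pdr3 grown in galactose medium; growth measured after three days at 30 °C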
Anthrax LF inh2: anthrax lethal factor protease inhibition. P15917. multiplex microsphere protease cleavage assay, LF. inhibition, % at 10 µM. hit rate 0.12% among 360,000. AID 588501; in the data active means inhibition above about 30%; inconclusive means no clear call, values can overlap the other calls; further: plate controls were buffer without enzyme for full effect and enzyme alone for no effect
MazEF act: activators of E. coli MazEF toxin-antitoxin RNase; FAM/BHQ RNA-DNA oligo cleavage fluorescence, 5 h; activation, % at 20 µM; hit rate 0.32% among 350,000; in the data active means activation above about 50%
Rv3671c protease: inhibitors of M. tuberculosis serine protease Rv3671c; inhibition, % at 5.96 µM; hit rate 0.048% among 320,000; AID 2606; in the data active means inhibition above about 38%;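 further: extracellular domain of Rv3671c used as enzyme; 0% = enzyme with DMSO and 100% = no enzyme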
Yp Topo-I inh: Y. pestis Topo-I inhibition via cleavage products; Y. pestis Topo-I cleavage product accumulation, plate reader; activity, % at 10 µM; hit rate 0.064% among 360,000; AID 504884; in the data active means activity above about 50%, passing the limit was not always enough; inconclusive means no clear call, values can overlap the other calls; further: inactives centre near 2
DUSP3 inh: DUSP3 (human) phosphatase inhibition; P51452; recombinant VHR phosphatase, pNPP absorbance; inhibition, % at 13.3 µM; hit rate 0.52% among 290,000; in the data active means inhibition above about 50%; further: some compounds called inactive have numbers as strong as hits
Active calls of the source: *; i = inactive; ? = inconclusive; . = no result given; & = joins results of further samples. A portion of the library. The share of hits here may be higher or lower than overall.

SMILES	SSB-PriA inh	SARS 3CLpro inh	Vc quorum ag	TcdB GH inh	PfHsp40 rescue	Anthrax LF inh2	MazEF act	Rv3671c protease	Yp Topo-I inh	DUSP3 inh
CCOC(=O)N1CCN(C(=O)CCS(=O)(=O)c2ccc3c(c2)CC(C)N3C(=O)CC)CC1 (stereo unspecified)	-3.5	-0.7	-0.4	0.5	-1.1	-0.7	-14.0	0.4	-4.4	3.7
CNS(=O)(=O)c1ccc(NC(=O)c2cncc(Br)c2)cc1	-9.3	-1.6	-1.0	1.0	-1.6	-5.8	-9.1	-4.3	8.9	41.6
CCc1noc(C)c1C(=O)Nc1nc(-c2cc(OC)ccc2OC)cs1	-4.3	.	-12.5	1.2	0.7	4.5	4.8	-8.5	15.8	.
C=CCNC(=O)CSc1nnc(-c2ccncc2)n1CCc1ccccc1	-1.1	1.3	-0.2	.	-1.3	1.2	2.2	16.2	12.9	11.8
O=c1c(-c2c(O)cc(O)c3c(=O)cc(-c4ccc(O)cc4)oc23)c(-c2ccc(O)cc2)oc2cc(O)cc(O)c12	1.8	.	-0.4	1.3	104.8*	2.1	-5.8	-64.0	-15.6	22.0
CS(=O)(=O)N1CCC(C(=O)NCc2ccc(F)cc2)CC1	-21.1	-2.4	-0.1	2.4	-1.9	-3.8	7.1	-1.8	8.1	15.4
O=C(CSc1n[nH]c(-c2ccncc2)n1)NCCc1ccccc1	-1.0	-4.8	-2.2	.	-0.6	1.3	7.8	3.6	-5.6	-0.2
C=CCNC(=O)c1ccccc1Cl	-6.0	3.6	-1.0	.	-0.6	-3.2	1.8	1.3	3.8	20.0
O=C(Nc1ccc(F)cc1)c1ccc(CSc2ccccc2)o1	-28.0	1.1	-0.3	0.8	5.1	-1.4	2.7	-11.8	16.0	29.8
Cc1cccc(C)c1NC(=O)CSc1nc2c([nH]1)c(=O)n(C)c(=O)n2C	3.4	3.1	-0.3	-11.4	0.2	0.8	8.3	1.1	2.9	-6.8
COc1ccc(-c2nc3cnccn3c2NC2CCCCC2)cc1-c1cccc(Cl)c1	5.3	.	-8.1	1.1	1.5	-4.6&-9.0	-7.3	-6.1	21.0	.
Cc1ccc(-n2c(C)nn(CCOc3ccccc3)c2=O)cc1	-5.4	3.3	0.8	-1.0	0.8	-2.7	-2.1	11.1	9.9	16.9

Continued (two carried over from the part before).
SMILES	SSB-PriA inh	SARS 3CLpro inh	Vc quorum ag	TcdB GH inh	PfHsp40 rescue	Anthrax LF inh2	MazEF act	Rv3671c protease	Yp Topo-I inh	DUSP3 inh
COc1ccc(-c2nc3cnccn3c2NC2CCCCC2)cc1-c1cccc(Cl)c1	5.3	.	-8.1	1.1	1.5	-4.6&-9.0	-7.3	-6.1	21.0	.
Cc1ccc(-n2c(C)nn(CCOc3ccccc3)c2=O)cc1	-5.4	3.3	0.8	-1.0	0.8	-2.7	-2.1	11.1	9.9	16.9
N#Cc1c(NC(=O)c2cc([N+](=O)[O-])ccc2N2CCOCC2)sc2c1CCCC2	-9.7	-4.5	-0.2	0.4	0.1	0.1	0.6	3.4	-0.2	-5.3
Cc1onc(-c2ccccc2Cl)c1C(=O)N(C)CC(=O)Nc1ccc(F)c(F)c1F	3.3	.	i	1.5	-1.2	-4.6	9.3	-3.8	-2.6	.
Cc1ccc(-c2nc(C)sc2CC(=O)OCC(=O)Nc2cccc([N+](=O)[O-])c2)cc1	19.6	-0.7	i	-1.0	0.9	1.0	-7.6	-9.4	1.3	38.4
COc1ccc(OC)c(S(=O)(=O)N2CCC(C(=O)NC3CCCCCC3)CC2)c1	-4.0	-2.6	-0.5	-1.4	1.2	3.9	-4.6	-7.1	20.2	-8.1
Cn1c(-c2ccc(C=O)s2)nc2c3ccccc3c3ccccc3c21	-7.2	6.8	i	.	-0.3	48.2*	-411.9	-6.4	-2.9	12.5
COC(=O)c1ccc(NC(=O)CN2CCC(NC(=O)c3ccco3)CC2)cc1	-21.4	0.5	i	0.1	-1.2	-0.2	7.8	7.0	6.0	6.9
CC(C)C(=O)NCCc1nc2ccccc2n1C	-23.1	-3.4	-5.0	.	0.3	4.1	9.3	3.8	-6.1	-3.8
CC(C)(C)c1cc2cccnc2n1Cc1cccc(F)c1	6.0	-1.3	-0.5	.	-1.6	-3.1	17.0	4.0	5.5	10.2
CC(C)(C)OC(=O)C[C@@H]1C/C=C\C[C@H](CC(=O)N(CCO)Cc2ccccc2)C(=O)N[C@H](C(C)(C)C)COC1=O	-1.6	.	-0.9	0.3	-1.4	1.0	6.5	-6.1	23.1	.
Cc1ccc(S(=O)(=O)Nc2nc(C)c(C(=O)N/N=C/c3ccccc3)s2)cc1	.	2.5	-0.3	1.4	-0.5	-1.7	-9.1	-2.8	5.5	-5.3
CC1(C)C(N(O)C(=O)Nc2ccc(Cl)cc2)N(c2ccc(Cl)cc2)C(=O)N1CC(=O)NN (stereo unspecified)	7.1	1.5	3.5	0.6	1.8	0.5	-4.0	-53.9	3.4	3.6
COc1ccccc1CNC(=O)c1csc(Cc2ccc(Cl)cc2)n1	-31.4	7.8	0.6	.	5.9	-1.7	-1.2	-3.6	21.2	26.9
CCc1cc(CNC(=O)C2CCC(=O)N(Cc3cccc(F)c3)C2)on1 (stereo unspecified)	1.1	-4.1	i	0.0	-0.1	-5.1	2.9	8.9	-6.1	0.3
O=C(OCC(=O)N1CCCC1)c1cc(Cl)ccc1[N+](=O)[O-]	-9.9	2.3	0.6	0.5	0.1	-0.9	10.3	-1.0	-5.1	40.7
Cc1ccc(C(c2nnnn2CC2CCCO2)N2CCN(Cc3ccccc3)CC2)cc1 (stereo unspecified)	0.5	1.7	i	0.9	-0.2	-3.1	11.2	5.9	29.3	12.9
Cc1ccc(C)c(S(=O)(=O)N2CCN(Cc3cc4c(cc3O)OCO4)CC2)c1	41.2*	.	i	0.4	-0.7	1.2	7.9	10.2	39.1	.
O=C(/C=C/c1ccco1)Nc1ccccc1C(=O)Nc1cccc(C(=O)O)c1	-4.0	-2.4	-0.4	1.0	0.9	0.4	-4.1	6.0	7.4	5.4
O=C(Nc1cccc(-c2csc(Nc3ccc(Cl)cc3)n2)c1)c1cc([N+](=O)[O-])cc(C(F)(F)F)c1	9.1	.	-7.1	-1.3	1.0	-2.1	-0.6	7.2	-28.2	11.1
C=C(C)COc1ccc(-c2ncncc2-c2ccc(Br)cc2)c(O)c1	3.2	0.6	i	0.2	-0.8	-6.7	-2.4	-5.0	-1.6	2.4
Cc1c(C(=O)NCCSCc2c(F)cccc2Cl)cnn1-c1ccc(F)cc1	-8.0	2.0	i	0.1	9.4	-9.1	-4.8	-3.5	-14.5	9.1
CN=C(Nc1ccc(C(=O)OC)s1)c1ccc(Cl)cc1	2.6	3.9	-0.1	-2.6	-1.3	2.7	-1.5	-2.3	-11.9	17.8
CCCC(=O)C1=C(O)C(C(=O)OC)C(C)(C)CC1=NC(C)(C)C (stereo unspecified)	4.0	3.6	i	.	2.5	-2.6	0.1	-1.9	-5.1	39.7
O=C(COc1ncnc2sccc12)Nc1ccc2c(c1)OCCO2	-10.7	2.7	i	.	-0.7	-2.3	-1.6	-2.0	-1.4	31.6
Cc1csc(NC(=O)CNC(=O)OCc2ccccc2)n1	-11.7	1.8	-0.3	.	-0.8	6.6	-1.8	0.9	2.3	18.7
S=C1N(c2ccccc2)C(c2ccccc2)N2CCCN12 (stereo unspecified)	-5.4	2.2	-2.6	.	-0.4	-3.7	4.7	-2.8	-12.6	20.2
CCN(CC)S(=O)(=O)c1cc(C(=O)OCC(=O)Nc2cccc(C)c2C)ccc1F	-19.0	0.0	-0.2	1.0	0.8	-0.6	-1.8	-14.4	-2.9	16.5
CC(C)OC(=O)c1cc2c(ccn2C)n1CC(=O)N1CCC(Cc2ccccc2)CC1	0.3	-1.7	-2.9	.	1.7	-5.7	7.7	10.7	26.2	44.1
C#CCOCCOCCOCCNc1nc(N2CCN(C(=O)CCCCCCCCCCNC(=O)[C@@H](CCSC)n3cc(CCO)nn3)CC2)nc(N2CCN(C(=O)CCCCCCCCCCNC(=O)[C@H](CCCN=C(N)N)n3cc(C[C@@H](C)CC)nn3)CC2)n1	5.8	.	i	.	16.8	-25.8	-128.9	-66.0	?	.
COc1ccc(/C=N/N2CCN(C)CC2)cc1OC	.	1.3	-0.8	.	-0.1	2.5	3.6	-4.5	-1.8	8.4
CC(C)C(NC(=O)c1ccccc1F)C(=O)NCc1ccccc1 (stereo unspecified)	-5.8	1.5	-0.1	2.2	0.1	-1.1	-5.4	3.4	0.6	2.2
COc1cccc(OC)c1C(=O)Nc1cccc(-n2cnnn2)c1	-24.1	-4.9	-2.4	-1.1	-0.5	-1.1	3.9	-5.7	-10.5	29.0
Cc1ccc(S(=O)(=O)N(C)CC(=O)O/N=C(\N)c2cccc(Br)c2)cc1	i	-2.2	i	3.1	0.4	2.2	-1.1	-5.8	29.6	10.5
O=[N+]([O-])c1ccc2c(c1)C(c1ccccc1)=NCCN2	-5.6	1.7	-6.2	1.3	-1.1	2.2	-3.9	9.9	1.6	20.1
Cc1ccc(O)c(NC(=O)c2cc(-c3cccs3)on2)c1	-4.9	2.6	-0.1	1.4	-0.5	1.7	-2.6	-4.1	-6.6	36.0

By substructure: the entries above containing a furan ring, fused or not
SMILES	SSB-PriA inh	SARS 3CLpro inh	Vc quorum ag	TcdB GH inh	PfHsp40 rescue	Anthrax LF inh2	MazEF act	Rv3671c protease	Yp Topo-I inh	DUSP3 inh
O=C(Nc1ccc(F)cc1)c1ccc(CSc2ccccc2)o1	-28.0	1.1	-0.3	0.8	5.1	-1.4	2.7	-11.8	16.0	29.8
COC(=O)c1ccc(NC(=O)CN2CCC(NC(=O)c3ccco3)CC2)cc1	-21.4	0.5	i	0.1	-1.2	-0.2	7.8	7.0	6.0	6.9
O=C(/C=C/c1ccco1)Nc1ccccc1C(=O)Nc1cccc(C(=O)O)c1	-4.0	-2.4	-0.4	1.0	0.9	0.4	-4.1	6.0	7.4	5.4

Nothing new here: 3 of the compounds above.
SMILES	SSB-PriA inh	SARS 3CLpro inh	Vc quorum ag	TcdB GH inh	PfHsp40 rescue	Anthrax LF inh2	MazEF act	Rv3671c protease	Yp Topo-I inh	DUSP3 inh
Cc1ccc(S(=O)(=O)N(C)CC(=O)O/N=C(\N)c2cccc(Br)c2)cc1	i	-2.2	i	3.1	0.4	2.2	-1.1	-5.8	29.6	10.5
O=[N+]([O-])c1ccc2c(c1)C(c1ccccc1)=NCCN2	-5.6	1.7	-6.2	1.3	-1.1	2.2	-3.9	9.9	1.6	20.1
Cc1ccc(O)c(NC(=O)c2cc(-c3cccs3)on2)c1	-4.9	2.6	-0.1	1.4	-0.5	1.7	-2.6	-4.1	-6.6	36.0
